Y pestis TopoI: Y. pestis Topo-I inhibition via cleavage products; 360,000 compounds, 0.064% hits; AID 504884; activity, % at 10 µM; Y. pestis Topo-I cleavage product accumulation, plate reader; in the data active = activity above about 50%, passing the limit was not always enough; inconclusive = no clear call, values can overlap the other calls; also: inactives centre near 2
TcdB inh: blocks C. difficile toxin B glycohydrolase activity; P18177; TcdB glycohydrolase enzymatic assay, plate reader; inhibition, % at 9.99 µM; 350,000 compounds, 0.24% hits; AID 652162; in the data active = inhibition above about 10%
Mtb BioA inh: blocks M. tuberculosis BioA enzyme activity; purified M. tuberculosis BioA enzyme, plate reader; inhibition, % at 9.99 µM; 360,000 compounds, 0.096% hits; in the data active = inhibition above about 40%; inconclusive = no clear call, values can overlap the other calls
PfHsp40 yeast: restores yeast growth despite PfHsp40 toxicity | S. cerevisiae expressing PfHsp40, growth rescue, ATP luminescence | growth rescue, % at 12.5 µM | 340,000 compounds, 0.68% hits; in the data active = growth rescue above about 28%, passing the limit was not always enough; inconclusive = no clear call, values can overlap the other calls;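 also: yeast W303a lacking pdr1 and pdr3 grown in galactose medium; growth measured after three days at 30 °C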
FBA Mtb inh: inhibitors of M. tuberculosis fructose-bisphosphate aldolase; P9WQA3; purified M. tuberculosis FBA, fluorescence read-out; inhibition, % at 1 µM; 360,000 compounds, 2.3% hits; AID 588726; in the data active = inhibition above about 27%;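 also: 0% = vehicle and 100% = reference inhibitor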
Target sequence (P9WQA3 whole entry, looked up): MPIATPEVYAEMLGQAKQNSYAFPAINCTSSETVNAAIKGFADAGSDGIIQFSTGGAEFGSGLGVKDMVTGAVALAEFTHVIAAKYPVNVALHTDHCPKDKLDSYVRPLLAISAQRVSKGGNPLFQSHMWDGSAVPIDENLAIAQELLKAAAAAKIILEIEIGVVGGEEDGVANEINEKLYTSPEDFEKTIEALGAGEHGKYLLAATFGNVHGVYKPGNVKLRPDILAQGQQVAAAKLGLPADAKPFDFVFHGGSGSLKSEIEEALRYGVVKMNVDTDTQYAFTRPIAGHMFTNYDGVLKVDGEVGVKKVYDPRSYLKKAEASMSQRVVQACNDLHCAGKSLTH
FadD28 binding: inhibitors of Mycobacterium tuberculosis FadD28 bisubstrate binding | FadD28 bisubstrate probe binding, fluorescence polarization | inhibition, % at 12.5 µM | 360,000 compounds, 0.22% hits | AID 588549; in the data active = inhibition above about 8.5%, passing the limit was not always enough; inconclusive = no clear call, values can overlap the other calls
BH1578 lux ind: quorum light induction in luxS cqsA deficient V. cholerae; V. cholerae BH1578 lux reporter, luminescence, 6 h; activation, % at 18.7 µM; 350,000 compounds, 0.16% hits; AID 588436; in the data active = activation mostly above about 9.7%, no sharp cut-off; inconclusive = no clear call, values can overlap the other calls; inactive = mostly below about 3.7%; also: not every result past the cut was called active; inactives centre near 0; reference of the scale not given here
Mtb UGM inh: blocks M. tuberculosis UGM enzyme | purified UGM, fluorescence polarization probe displacement | 320,000 compounds, 0.06% hits | inhibition, % at 10 µM | P9WIQ1 | AID 504406; in the data active = inhibition above about 10%, passing the limit was not always enough; inconclusive = no clear call, values can overlap the other calls
Target sequence (P9WIQ1 whole entry, looked up): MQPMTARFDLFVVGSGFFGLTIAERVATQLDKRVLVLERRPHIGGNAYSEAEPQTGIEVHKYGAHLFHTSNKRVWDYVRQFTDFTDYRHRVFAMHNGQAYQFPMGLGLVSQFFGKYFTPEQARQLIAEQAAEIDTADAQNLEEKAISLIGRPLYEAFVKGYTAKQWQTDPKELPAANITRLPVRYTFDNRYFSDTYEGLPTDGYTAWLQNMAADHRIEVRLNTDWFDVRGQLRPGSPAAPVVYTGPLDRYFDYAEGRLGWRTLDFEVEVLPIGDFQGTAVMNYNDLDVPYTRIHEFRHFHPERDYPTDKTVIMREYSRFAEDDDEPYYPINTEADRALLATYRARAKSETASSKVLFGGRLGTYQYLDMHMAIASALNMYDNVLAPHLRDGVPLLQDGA
GDH-TPI counter: GDH-TPI coupled enzyme inhibition counter-screen | GDH-TPI coupled enzyme counterscreen, NADH absorbance | inhibition, % at 4.8 µM | 360,000 compounds, 1.2% hits; in the data active = inhibition above about 30%;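 also: 0% = DMSO wells and 100% = wells lacking the enzyme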
Numbers without * were called inactive; & = joins results of further samples.

Cc1ccc(CNC(=O)c2cccc3c2C(=O)c2ccc(N4CCOCC4)cc2S3(=O)=O)cc1 was read as Y pestis TopoI 12, TcdB inh 1.0, Mtb BioA inh -4.5, PfHsp40 yeast -0.5, FBA Mtb inh -12, FadD28 binding -4.6, BH1578 lux ind 0.8, Mtb UGM inh 0.8 and GDH-TPI counter 0.
C/C(=N/NC(=O)c1ccncc1)c1ccc(NC(=O)c2ccccc2)cc1 was read as Y pestis TopoI 5, TcdB inh -1.9, PfHsp40 yeast -2.0, FBA Mtb inh -2, FadD28 binding 0.3, BH1578 lux ind -0.8, Mtb UGM inh -0.6 and GDH-TPI counter 6.
Screening O=C1CCC[C@@H]2C[C@@]3(C[C@@H]4CCN1[C@H]24)Nc1cc(Cl)ccc1NC3=NCc1ccccc1 returned Y pestis TopoI -2, TcdB inh 1.0, Mtb BioA inh -0.2, PfHsp40 yeast 0.6, FBA Mtb inh -1, FadD28 binding -0.3, BH1578 lux ind -1.2 and GDH-TPI counter 13.
For CSC1=NCCN1C(=O)c1ccc(Br)o1 the results were Y pestis TopoI 2, TcdB inh 1.9, Mtb BioA inh -1.5, PfHsp40 yeast 0.5, FBA Mtb inh 5, FadD28 binding 0.4, BH1578 lux ind -0.3, Mtb UGM inh -1.8 and GDH-TPI counter -2.
Screening Cc1cc(NC(=O)CSc2nnc(C)n2-c2ccccc2)no1 returned Y pestis TopoI -5, TcdB inh -1.3, PfHsp40 yeast -0.1, FBA Mtb inh 0, FadD28 binding -0.1, BH1578 lux ind 0.2, Mtb UGM inh 1.5 and GDH-TPI counter 3.
For O=C(Nc1ccc(F)c(Cl)c1)c1cccnc1 the results were Y pestis TopoI -2, TcdB inh 0.1, Mtb BioA inh 16, PfHsp40 yeast -0.4, FBA Mtb inh -1, FadD28 binding -2.3, BH1578 lux ind -0.7, Mtb UGM inh -3.3 and GDH-TPI counter 24.
For Cc1ccccc1NC(=O)CCc1c(C)nn(-c2ccc(N3CCCCC3)nn2)c1C the results were Y pestis TopoI -1, TcdB inh 1.5, Mtb BioA inh -0.4, PfHsp40 yeast -2.0, FBA Mtb inh 2, FadD28 binding -1.0, BH1578 lux ind -1.0, Mtb UGM inh 4.0 and GDH-TPI counter 16.
For CC(=O)n1cc([C@H]2C=C(C(=O)NCc3ccccc3)O[C@@H](OCCCCO)C2)c2ccccc21 the results were Y pestis TopoI 5, TcdB inh -0.3&-2.9, Mtb BioA inh 0.7, PfHsp40 yeast 0.7, FBA Mtb inh 2, FadD28 binding -5.0, BH1578 lux ind -0.6, Mtb UGM inh -0.3 and GDH-TPI counter -14.
`O=C(CN1C(=O)C2CC=CCC2C1=O)Nc1cc(C(F)(F)F)ccc1N1CCCC1` (stereo unspecified) gave Y pestis TopoI 2, TcdB inh 0.5, PfHsp40 yeast 0.2, FBA Mtb inh -2, FadD28 binding -2.1, BH1578 lux ind inactive, Mtb UGM inh -2.8 and GDH-TPI counter -1.
CC(CC(=O)OCC(=O)NC1CCS(=O)(=O)C1)c1ccccc1 (stereo unspecified) was read as Y pestis TopoI -2, TcdB inh 1.3, Mtb BioA inh -0.3, PfHsp40 yeast -0.1, FBA Mtb inh 7, FadD28 binding -0.9, BH1578 lux ind inactive, Mtb UGM inh -1.3 and GDH-TPI counter 15.
Screening COc1cc(/C=N/Nc2ccc3ccccc3c2)ccc1OC(=O)c1ccco1 returned Y pestis TopoI -2, Mtb BioA inh -0.3, PfHsp40 yeast 1.4, FBA Mtb inh -1, FadD28 binding 0.9, BH1578 lux ind -1.0, Mtb UGM inh 1.4 and GDH-TPI counter 3.
Screening CN1C(=O)C(C)(C)c2cc(S(=O)(=O)N3CCC(C(=O)NCc4ccc(F)cc4)CC3)ccc21 returned Y pestis TopoI -9, TcdB inh -0.4, Mtb BioA inh 0.3, PfHsp40 yeast -0.5, FBA Mtb inh 4, FadD28 binding 0.3, Mtb UGM inh -1.8 and GDH-TPI counter -5.
`O=S(=O)(Cc1nnnn1-c1ccc(Br)cc1)c1ccccc1` gave Y pestis TopoI 2, TcdB inh 0.6, Mtb BioA inh 0.1, FBA Mtb inh 1, FadD28 binding -1.1, BH1578 lux ind inactive and GDH-TPI counter 0.
Screening CC(C)CC(NC(=O)C1CCCCC1)C(=O)N1CCC2(CC1)OCCO2 (stereo unspecified) returned Y pestis TopoI 3, Mtb BioA inh 0.9, PfHsp40 yeast 0.6, FBA Mtb inh 1, FadD28 binding 2.2, BH1578 lux ind -0.2, Mtb UGM inh 0.4 and GDH-TPI counter 2.
`COc1ccc(C2C(C(=O)N3CCN(c4ccc(OC)cc4)CC3)c3ccccc3C(=O)N2C)cc1` (stereo unspecified) gave Y pestis TopoI 8, Mtb BioA inh -0.3, PfHsp40 yeast 1.5, FBA Mtb inh 0, FadD28 binding -0.9, BH1578 lux ind 11, Mtb UGM inh 2.6 and GDH-TPI counter -2.
COC(=O)c1ccc(C)c(NC(=O)c2ccc(CN3CCc4ccccc4C3)cc2)c1 was read as Y pestis TopoI 4, TcdB inh 1.6, Mtb BioA inh -0.7, PfHsp40 yeast 4.4, FBA Mtb inh -5, FadD28 binding -2.3, BH1578 lux ind inactive, Mtb UGM inh -0.1 and GDH-TPI counter -3.
`Cc1ccc(C(=O)/C=C/c2ccc(-c3ccc(C)cc3)o2)cc1` gave Y pestis TopoI -2, PfHsp40 yeast -1.1, FBA Mtb inh 0, FadD28 binding -0.2, BH1578 lux ind inactive, Mtb UGM inh 5.0 and GDH-TPI counter 3.
For CCOc1ccccc1NC(=S)NCc1ccccc1 the results were Y pestis TopoI -6, TcdB inh 0.7, Mtb BioA inh -2.5, PfHsp40 yeast 0.5, FBA Mtb inh 3, FadD28 binding 1.0, BH1578 lux ind 0.9, Mtb UGM inh 0.2 and GDH-TPI counter 10.
For Cc1sc(N/N=C/C=C/c2ccccc2)nc1-c1ccccc1 the results were Y pestis TopoI -7, PfHsp40 yeast -0.7, FBA Mtb inh 1, FadD28 binding -1.2, BH1578 lux ind inactive, Mtb UGM inh 2.4 and GDH-TPI counter 23.
`CCC(C(=O)OC)n1cnc2c(nnn2-c2ccc(C)cc2)c1=O` (stereo unspecified) gave Y pestis TopoI 18, TcdB inh 0.4, Mtb BioA inh 0.6, PfHsp40 yeast -0.4, FBA Mtb inh 5, FadD28 binding -2.3, BH1578 lux ind -0.4, Mtb UGM inh 0.8 and GDH-TPI counter 1.

Some of these compounds in order of molar mass, highest first.
`COc1ccc(C2C(C(=O)N3CCN(c4ccc(OC)cc4)CC3)c3ccccc3C(=O)N2C)cc1` (stereo unspecified) gave Y pestis TopoI 8, Mtb BioA inh -0.3, PfHsp40 yeast 1.5, FBA Mtb inh 0, FadD28 binding -0.9, BH1578 lux ind 11, Mtb UGM inh 2.6 and GDH-TPI counter -2.
C/C(=N/NC(=O)c1ccncc1)c1ccc(NC(=O)c2ccccc2)cc1 was read as Y pestis TopoI 5, TcdB inh -1.9, PfHsp40 yeast -2.0, FBA Mtb inh -2, FadD28 binding 0.3, BH1578 lux ind -0.8, Mtb UGM inh -0.6 and GDH-TPI counter 6.
For O=C(Nc1ccc(F)c(Cl)c1)c1cccnc1 the results were Y pestis TopoI -2, TcdB inh 0.1, Mtb BioA inh 16, PfHsp40 yeast -0.4, FBA Mtb inh -1, FadD28 binding -2.3, BH1578 lux ind -0.7, Mtb UGM inh -3.3 and GDH-TPI counter 24.

Other structures.
Screening Cn1c(C(=O)N2CCCC(C(=O)NCCN3CCOCC3)C2)cc2sccc21 (stereo unspecified) returned Y pestis TopoI 2, TcdB inh 1.0, Mtb BioA inh -0.4, PfHsp40 yeast 0.2, FBA Mtb inh 0, FadD28 binding -2.2, BH1578 lux ind inactive, Mtb UGM inh 1.6 and GDH-TPI counter 4.
`Nn1c(SCC(=O)NCC2CCCO2)nnc1-c1cc(Cl)ccc1Cl` (stereo unspecified) gave Y pestis TopoI 9, TcdB inh -0.6, Mtb BioA inh 0.2, PfHsp40 yeast -1.2, FBA Mtb inh 0, FadD28 binding 0.2, BH1578 lux ind inactive and GDH-TPI counter 2.
COC(=O)c1ccc(C(=O)NC2CCCc3c2cnn3-c2ccc(C)c(C)c2)cc1 (stereo unspecified) was read as Y pestis TopoI 43, TcdB inh 1.0, Mtb BioA inh -0.3, PfHsp40 yeast -0.2, FBA Mtb inh -1, FadD28 binding -2.1, BH1578 lux ind inactive, Mtb UGM inh -1.4 and GDH-TPI counter -3.
Screening COC(=O)C1=C(C)N(c2cc(C)cc(C)c2)/C(=C/c2ccco2)C1=O returned Y pestis TopoI inconclusive, TcdB inh 1.2, Mtb BioA inh -0.9, PfHsp40 yeast -0.3, FBA Mtb inh 2, FadD28 binding -0.6, BH1578 lux ind inactive, Mtb UGM inh 3.2 and GDH-TPI counter 10.
Screening Cn1c(N)c(C(=O)COC(=O)c2ccc(Cl)nc2)c(=O)n(C)c1=O returned Y pestis TopoI -6, TcdB inh 1.2, PfHsp40 yeast 0.8, FBA Mtb inh 1, FadD28 binding -0.8, BH1578 lux ind inactive, Mtb UGM inh -1.1 and GDH-TPI counter -4.
For O=C(c1ccc(F)cc1)N1CCN(c2ncccn2)CC1 the results were Y pestis TopoI 9, Mtb BioA inh -1.0, PfHsp40 yeast -0.3, FBA Mtb inh 3, FadD28 binding -0.5, BH1578 lux ind -0.2, Mtb UGM inh 0.0 and GDH-TPI counter 0.
Cn1c(SCC(=O)c2ccccc2)nnc1C1CC1 was read as Y pestis TopoI -6, Mtb BioA inh -0.8, PfHsp40 yeast -1.5, FBA Mtb inh -1, FadD28 binding -1.7, BH1578 lux ind inactive, Mtb UGM inh 2.8 and GDH-TPI counter 2.
Screening COc1ccc(NC(=O)CSc2nnc(-c3ccccc3C)n2C)cc1 returned Y pestis TopoI 2, Mtb BioA inh -1.9, PfHsp40 yeast 1.3, FBA Mtb inh -1, FadD28 binding -3.6, BH1578 lux ind inactive, Mtb UGM inh 0.0 and GDH-TPI counter -7.
Screening COc1ccc(C=C2CCC3C(=O)CCCC3(C)C2=O)cc1 (stereo unspecified) returned Y pestis TopoI 10, TcdB inh 1.6, Mtb BioA inh -1.0, FBA Mtb inh 0, FadD28 binding 0.4, BH1578 lux ind -1.4 and GDH-TPI counter 25.
`O=[N+]([O-])c1cccc(COc2cccc(CO)c2)c1` gave Y pestis TopoI -5, TcdB inh -8.8, Mtb BioA inh 0.5, PfHsp40 yeast 0.3, FBA Mtb inh 0, FadD28 binding -3.1, BH1578 lux ind inactive and GDH-TPI counter 8.
COc1ccc(NC(=O)c2ccc3[nH]c(C)c(C)c3c2)c(OC)c1 was read as Y pestis TopoI -5, TcdB inh 0.8, Mtb BioA inh -1.6, PfHsp40 yeast 0.2, FBA Mtb inh 0, BH1578 lux ind -0.6, Mtb UGM inh -0.2 and GDH-TPI counter 8.
For COc1ccc(NC(=O)CSCC(=O)Nc2cccc(S(=O)(=O)N3CCCCCC3)c2)cc1 the results were Y pestis TopoI 17, TcdB inh 0.0, PfHsp40 yeast 1.1, FBA Mtb inh 1, FadD28 binding -2.2, BH1578 lux ind inactive, Mtb UGM inh 1.3 and GDH-TPI counter 1.
COc1cccc(NC(=O)C(=O)NCC(c2ccco2)N2CCc3ccccc3C2)c1 (stereo unspecified) was read as Y pestis TopoI 5, TcdB inh 1.8, Mtb BioA inh -2.6, PfHsp40 yeast 1.1, FBA Mtb inh -1, FadD28 binding -4.1, BH1578 lux ind inactive, Mtb UGM inh -0.4 and GDH-TPI counter 1.
For Cc1ccc(C)c(N2CCN(C(=O)Cn3ncc4c([nH]c5ccc(C)cc54)c3=O)CC2)c1 the results were Y pestis TopoI 6, TcdB inh 0.9, Mtb BioA inh -0.2, PfHsp40 yeast -0.7, FBA Mtb inh -2, FadD28 binding -4.8, BH1578 lux ind -0.4, Mtb UGM inh 0.5 and GDH-TPI counter -3.
Screening Cc1ccc(NC(=O)c2ccc3nsnc3c2)c(Cl)c1 returned Y pestis TopoI 2, TcdB inh -3.1, Mtb BioA inh 2.0, PfHsp40 yeast -1.0, FBA Mtb inh 0, FadD28 binding -0.2, BH1578 lux ind 0.0, Mtb UGM inh 0.2 and GDH-TPI counter 10.
CCN(CC(=O)NCc1cccs1)S(=O)(=O)c1cccc(C(C)=O)c1 was read as Y pestis TopoI 1, Mtb BioA inh -0.3, PfHsp40 yeast 0.5, FBA Mtb inh -5, FadD28 binding -0.6, BH1578 lux ind inactive, Mtb UGM inh 0.7 and GDH-TPI counter -1.

Hits appear at their usual frequency; about 4.6% have a hit in one of these screens.
